FLuc stim CS: firefly luciferase counter-screen for stimulation assays. P08659. activation factor at 10 µM. 200,000 tested, under 10 active. ATPlite luciferase biochemical, luminescence, 10 min; 0 = ATP-free wells, 1 = DMSO control;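 active means luciferase activation factor, scaled between plate controls, of at least 2 with compound at 10 µM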
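Material: Luciferase/luciferin reagent mix | Doses: Test compounds dosed from 2 mM stocks in 100% DMSO | Timing: 10 min incubation after luciferase reagent addition, room temperature | Measured by: Luminescence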
PMI act satM6P: activators of human phosphomannose isomerase at near-saturating mannose 6-phosphate | P34949 | coupled PMI enzyme assay, resazurin fluorescence, 20 min; stronger effect = higher value; 1 = untreated enzyme, 0 = substrate-free blank | activation factor at 20 µM | actives 0.34% (n = 190,000);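 active means activation factor of 2 or more at 20 µM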
Target sequence (P34949 whole entry, looked up): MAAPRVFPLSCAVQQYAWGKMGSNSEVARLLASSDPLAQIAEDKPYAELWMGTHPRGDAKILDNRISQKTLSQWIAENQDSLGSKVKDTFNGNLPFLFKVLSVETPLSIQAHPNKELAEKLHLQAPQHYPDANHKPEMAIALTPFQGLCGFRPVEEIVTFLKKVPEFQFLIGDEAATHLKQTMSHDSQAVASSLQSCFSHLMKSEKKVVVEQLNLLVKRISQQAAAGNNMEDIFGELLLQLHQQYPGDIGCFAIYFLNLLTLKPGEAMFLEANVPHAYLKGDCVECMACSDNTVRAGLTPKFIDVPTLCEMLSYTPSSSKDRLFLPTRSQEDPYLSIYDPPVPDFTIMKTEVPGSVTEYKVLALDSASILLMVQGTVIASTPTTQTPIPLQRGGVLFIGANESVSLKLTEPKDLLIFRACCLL
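Test system: human phosphomannose isomerase with PGI, G6PDH, diaphorase coupling enzymes / Doses: 20 µM compound, 1% DMSO / Times: enzyme reaction with compound 20 min at room temperature / Measured by: Diaphorase-driven resazurin-to-resorufin fluorescence, excitation 544, emission 590 nm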
TNAP inh hiacc: inhibitors of human TNAP at high phosphate acceptor concentration; actives 0.03% (n = 200,000); inhibition, % at 20 µM; AID 1135; purified TNAP, CDP-star luminescence, 1 M DEA; P05186;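 active means over 50% inhibition of tissue-nonspecific alkaline phosphatase at 20 µM in the single-dose screen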;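 further: plate controls were DMSO wells for no effect and EDTA-quenched wells as full inhibition for full effect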
Target sequence (P05186 whole entry, looked up): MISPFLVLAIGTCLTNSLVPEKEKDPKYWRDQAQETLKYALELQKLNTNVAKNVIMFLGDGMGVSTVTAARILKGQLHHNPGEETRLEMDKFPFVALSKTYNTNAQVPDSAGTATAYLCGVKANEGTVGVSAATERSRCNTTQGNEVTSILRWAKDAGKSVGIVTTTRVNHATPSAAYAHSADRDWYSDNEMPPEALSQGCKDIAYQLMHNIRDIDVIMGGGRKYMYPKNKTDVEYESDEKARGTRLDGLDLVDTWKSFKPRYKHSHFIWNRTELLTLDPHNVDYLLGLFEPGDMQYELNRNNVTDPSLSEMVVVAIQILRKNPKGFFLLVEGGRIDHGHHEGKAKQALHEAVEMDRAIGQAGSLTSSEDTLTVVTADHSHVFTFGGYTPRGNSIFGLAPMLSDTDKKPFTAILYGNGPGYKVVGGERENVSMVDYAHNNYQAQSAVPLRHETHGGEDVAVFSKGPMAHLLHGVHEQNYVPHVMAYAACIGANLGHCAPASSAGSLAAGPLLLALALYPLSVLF
TNAP act hi DEA: increases human TNAP activity under high phosphate acceptor concentration; P05186; purified TNAP, CDP-star luminescence, 1 M DEA, 30 min; stronger effect = higher value; 0 = EDTA background, 1 = DMSO-only activity; activation factor at 20 µM; 200,000 tested, under 10 active; AID 1136;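 active means activation factor at least 2 at 20 µM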
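system = human TNAP | amount = enzyme diluted 1/800 final | reagent = 100 µM CDP-star substrate | signal = luminescent substrate turnover signal | dosing = one dose, 20 µM | benchmarks = EDTA negative control, DMSO positive control | measure = activation factor | timing = 30 min reaction, room temperature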
G6PDH CS: counter-screen for G6PDH assay hits: L. mesenteroides G6PDH inhibition; Purified L. mesenteroides G6PDH, diaphorase/resazurin coupled fluorescence, 45 min; inhibition, % at 5 µM; actives 0.12% (n = 200,000); in the data active means inhibition above about 50%
TNAP inh no acc: blocks human TNAP activity with no phosphate acceptor present. P05186. purified TNAP, CDP-star luminescence, 30 min. inhibition, % at 20 µM. actives 0.26% (n = 200,000). AID 1012;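 active means tissue-nonspecific alkaline phosphatase inhibition above about 50% at 20 µM in the single-dose screen, limit read from the data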;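 further: 0% = DMSO negative control and 100% = EDTA positive control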
Diaphorase act: diaphorase activation or chemical reduction counter-screen. Diaphorase/resazurin coupled assay, resorufin fluorescence, 16 min; stronger effect = higher value; 1 = vehicle wells, 0 = NADH-free wells. activation factor at 20 µM. actives 0.005% (n = 190,000);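 active means diaphorase activity raised at least twofold by the compound at 20 µM; inactive means activation factor below 2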
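Material: bacterial diaphorase enzyme (C. kluyveri); amount: enzyme 0.07 U/mL final; reagent: NADH substrate 0.114 mM plus resazurin dye 0.1 mM, final; doses: single compound dose of 20 µM, 1% DMSO final; timing: 16 min enzyme reaction, ambient temperature; measured by: fluorescence of resorufin, 544 nm excitation, 590 nm emission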
Diaphorase inh: inhibits diaphorase or chemically oxidizes, flagging diaphorase assay artifacts. diaphorase resazurin-to-resorufin fluorescence, NADH, 16 min; bacterial (C. kluyveri) enzyme, not human. inhibition, % at 20 µM. actives 0.69% (n = 190,000);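 active means primary screen inhibition at 20 µM above a set limit, cut at about 50% in these data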;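 further: plate controls were DMSO with full reaction for no effect and wells lacking NADH for full effect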
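Detection: fluorescence of resorufin formed from resazurin, Ex 544/Em 590 nm; test system: Clostridium kluyveri diaphorase enzyme; amount: 0.14 U/mL diaphorase, enzyme working solution; times: 16-min room-temperature incubation before reading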
PMI activator: activators of human phosphomannose isomerase; P34949; purified human PMI, coupled resazurin fluorescence, 20 min; stronger effect = higher value; 1 = vehicle control, 0 substrate-free wells; activation factor at 20 µM; actives 0.005% (n = 190,000);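 active means activation factor of 2 or more at 20 µM, relative to plate controls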
Efa HMGR inh: inhibitors of class II HMG-CoA reductase from Enterococcus faecalis; purified E. faecalis HMGR, NADPH absorbance 340 nm kinetic; inhibition, % at 10 µM; actives 0.41% (n = 190,000); AID 1066;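 active means inhibition above a set limit, the median over all tested compounds plus 3 SD, cut at about 9.5% in these data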;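 further: enzyme runs in reverse so mevalonate oxidation gives rising NADPH absorbance; 0% = complete reaction with DMSO and 100% = background rate lacking mevalonate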
Starred values were filed as active, the others as inactive.

SMILES | FLuc stim CS | PMI act satM6P | TNAP inh hiacc | TNAP act hi DEA | G6PDH CS | TNAP inh no acc | Diaphorase act | Diaphorase inh | PMI activator | Efa HMGR inh
O=C(O/N=C/c1cccc([N+](=O)[O-])c1)C1CC1 | 1 | 0.9 | 0 | 1 | 0 | -14 | 0.9 | 9 | 0.9 | -2
CCOC(=O)c1cc(S(=O)(=O)NC2CCN(C(=O)OCC)CC2)cn1C | 1 | 1 | -4 | 1 | 2 | -12 | 0.9 | 11 | 1 | 0
CCc1nc2ccccc2c(C(=O)O)c1C | 1 | 1.1 | 5 | 0.9 | 0 | 1 | 1 | 0 | 1.1 | -5
O=C(CSc1cccc[n+]1[O-])c1cccs1 | 1 | 1.1 | -7 | 1.1 | -3 | -12 | 1 | 2 | 1.2 | -4
CCCCOC(=O)C(C)Oc1ccc(=O)n(-c2ccccc2)n1 (stereo unspecified) | 1 | 0.8 | -8 | 1.1 | -2 | -12 | 0.7 | 27 | 0.9 | -8
Cc1ccc(C)c(N=Cc2ccc(-c3ccc([N+](=O)[O-])cc3)o2)c1 | 1.1 | 0.9 | 0 | 1 | -2 | -6 | 0.8 | 20 | 0.9 | 16*
CCCCNC(=O)c1cc2n(n1)C(C(F)(F)F)CC(c1ccccc1)N2 (stereo unspecified) | 1.1 | 0.9 | -5 | 1 | 3 | -12 | 0.8 | 18 | 0.9 | -4
ClCCN1C2=NCCCN2c2ccccc21 | 1 | 1.1 | -6 | 1.1 | 10 | -5 | 1.2 | -16 | 1.1 | -2
COc1ccc(C2NC(=O)C(C#N)=C(S)N2c2ccc(C)cc2)cc1OC (stereo unspecified) | 1 | 1 | -5 | 1 | 5 | -1 | 0.9 | 7 | 0.9 | -7
CC[C@H](C)[C@H](NS(=O)(=O)c1ccc(C)cc1)C(=O)N1CCC(C(=O)N[C@@H](C)C(=O)O)CC1 | 1 | 0.9 | -4 | 1 | 0 | -5 | 0.8 | 15 | 1 | -6
Cc1cc(C)cc(N(C(=O)C(F)(F)F)C(C(=O)NC2CCCCC2)c2cccs2)c1 (stereo unspecified) | 1.1 | 1 | -3 | 1 | 7 | -12 | 0.9 | 11 | 0.9 | -3
CCCCN(CCCC)C(=O)CCS(=O)(=O)c1ccc2c(c1)n(C)c(=O)c(=O)n2C | 1 | 1 | 0 | 1 | 14 | -3 | 0.9 | 12 | 1 | -2
Cc1ccc(S(=O)(=O)NCCc2nnc3ccc(SCC(=O)Nc4nc(C)cs4)nn23)cc1 | 1 | 0.9 | -6 | 1.1 | -8 | -8 | 0.7 | 29 | 0.9 | 1
c1ccc(N2CCN(c3ccccc3)C2c2ccncc2)cc1 | 1 | 0.9 | 4 | 1 | 0 | -2 | 0.9 | 9 | 0.9 | 1
O=C(NCCCN1CCCC1=O)c1ccc2c(c1)OCO2 | 1 | 1 | 1 | 1 | -2 | -6 | 1.1 | -8 | 1 | -3

Continued; the last 3 above are carried over.
SMILES | FLuc stim CS | PMI act satM6P | TNAP inh hiacc | TNAP act hi DEA | G6PDH CS | TNAP inh no acc | Diaphorase act | Diaphorase inh | PMI activator | Efa HMGR inh
Cc1ccc(S(=O)(=O)NCCc2nnc3ccc(SCC(=O)Nc4nc(C)cs4)nn23)cc1 | 1 | 0.9 | -6 | 1.1 | -8 | -8 | 0.7 | 29 | 0.9 | 1
c1ccc(N2CCN(c3ccccc3)C2c2ccncc2)cc1 | 1 | 0.9 | 4 | 1 | 0 | -2 | 0.9 | 9 | 0.9 | 1
O=C(NCCCN1CCCC1=O)c1ccc2c(c1)OCO2 | 1 | 1 | 1 | 1 | -2 | -6 | 1.1 | -8 | 1 | -3
CNC(=S)N(CCc1c(C)[nH]c2ccc(C)cc12)Cc1ccc(OC)c(OC)c1 | 1.1 | 1 | -1 | 1 | 5 | 0 | 0.9 | 12 | 1 | 0
NS(=O)(=O)c1ccc(NC(=O)Cc2c(F)cccc2Cl)cc1 | 1.1 | 1 | -5 | 1.1 | 8 | -11 | 0.9 | 11 | 1 | -7
COC(=O)c1c(C(=O)OC)c2ccncn2c1Cl | 1 | 0.9 | 6 | 0.9 | 13 | 3 | 0.9 | 10 | 0.9 | 0
CCC(=O)Nc1ccc(NC(=O)/C=C/c2ccc(Cl)cc2)cc1 | 1 | 1.1 | 2 | 1 | -12 | -12 | 0.9 | 14 | 1.1 | -1
O=C(Cc1cc(=O)[nH]c(=O)[nH]1)NCc1ccccc1 | 1.1 | 1 | -3 | 1 | 19 | -1 | 1 | 3 | 1.1 | -4
N#C/C(=C(/O)COc1ccccc1)c1nc2ccccc2s1 | 0.9 | 1.1 | 1 | 1 | -1 | 1 | 0.9 | 10 | 1.1 | 0
O=C(NCc1ccco1)Nc1ccc2nsnc2c1 | 1 | 1.1 | -1 | 1 | -10 | -11 | 0.7 | 29 | 0.9 | -4
COc1ccc(/C=C/C(=O)O)cc1COc1cccc(C)c1 | 1 | 1.1 | -2 | 1 | 5 | 1 | 0.9 | 9 | 1.1 | 0
COc1ccc(-c2cc(-c3cc(F)ccc3O)[nH]n2)cc1OC | 1 | 1 | -6 | 1.1 | 6 | -19 | 0.8 | 18 | 1 | 2
O=C(O)CCCC(=O)N1CCN(c2nc(-c3ccccc3)c3ccccc3n2)CC1 | 1.1 | 0.9 | -7 | 1.1 | 9 | -20 | 0.8 | 22 | 0.9 | 3
COc1ccc(C(=O)N/N=C/c2ccc(SC)cc2)cc1 | 0.8 | 1.2 | -4 | 1 | 2 | -4 | 1.1 | -9 | 1.1 | 0
O=C(CSc1nnnn1C1CCCC1)N1CCN(C(=O)c2ccco2)CC1 | 1 | 0.9 | 1 | 1 | -11 | -8 | 0.9 | 6 | 0.9 | -1
O=C(N/N=C/c1ccc([N+](=O)[O-])cc1)c1c[nH]c2ccccc12 | 1 | 1 | 3 | 1 | -6 | -3 | 1 | 4 | 1 | -8
O=C(Nc1ccc[n+](CC(=O)c2cccc3ccccc23)c1)c1ccccc1 | 1.1 | 1.2 | -4 | 1 | 2 | 8 | 1.2 | -18 | 1.3 | -3
O=C(COC(=O)c1ccc2[nH]c3c(c2c1)CCCC3)NC1CCS(=O)(=O)C1 (stereo unspecified) | 1 | 1.1 | -7 | 1.1 | 0 | -12 | 1 | 3 | 1 | 9

Efa HMGR inh, entries above that show a hit
SMILES	PMI act satM6P	TNAP inh hiacc	TNAP act hi DEA	TNAP inh no acc	Diaphorase inh	PMI activator	Efa HMGR inh
Cc1ccc(C)c(N=Cc2ccc(-c3ccc([N+](=O)[O-])cc3)o2)c1	0.9	0	1	-6	20	0.9	16*

Carrying on.
SMILES | FLuc stim CS | PMI act satM6P | TNAP inh hiacc | TNAP act hi DEA | G6PDH CS | TNAP inh no acc | Diaphorase act | Diaphorase inh | PMI activator | Efa HMGR inh
CSCCOC(=O)C1=C(C)Nc2ccc(C)cc2S1 | 1 | 0.9 | 8 | 0.9 | -3 | 10 | 0.7 | 32 | 0.9 | -3
CC(C)c1nc(SCC(=O)N2c3ccccc3CC2C)c2ccccc2n1 (stereo unspecified) | 1.1 | 0.9 | -4 | 1 | -33 | 0 | 0.9 | 12 | 0.9 | 3
Cc1ccc(Cl)cc1N1CCN(C(=O)CSc2ccsc2[N+](=O)[O-])CC1 | 1 | 0.8 | 1 | 1 | -44 | -11 | 0.8 | 23 | 0.8 | -2
CCOC(=O)c1ccccc1NC(=O)CSc1nnc(Cc2cccn2C)n1-c1ccc(F)cc1 | 1 | 0.8 | -8 | 1.1 | 10 | -9 | 0.7 | 32 | 0.8 | 2
CCn1c(Cc2ccccc2)nnc1SCC(=O)Nc1ccccc1 | 1.1 | 1 | -7 | 1.1 | 5 | -4 | 1 | 0 | 1.1 | -10
CCC(=O)NC(=S)Nc1ccc(NC(=O)c2ccco2)c(OC)c1 | 1 | 0.7 | -1 | 1 | 8 | -7 | 0.9 | 8 | 0.9 | -1
CC(=O)CCc1ccc(Oc2nc(-c3cccnc3)nc3ccccc23)cc1 | 1 | 0.9 | -8 | 1.1 | -2 | -1 | 0.8 | 20 | 0.9 | -3
COC(=O)c1nn(-c2ccc(OC)cc2)c(=O)cc1O | 1 | 1 | -2 | 1 | 8 | 1 | 0.9 | 7 | 1.1 | 1
Cc1ccc(C(=O)NC(=S)NNC(=O)CCN2CCOCC2)cc1 | 1.1 | 0.5 | -5 | 1 | -7 | -173 | 0.3 | 67* | 0.6 | 2
COc1nc(OC)nc(N2CCC(C(=O)NCc3ccco3)CC2)n1 | 1.1 | 1 | -4 | 1 | -7 | -14 | 1 | 5 | 1 | -7
O=C(NNC(=S)NC(=O)c1cccs1)c1ccc(NC(=O)c2ccccc2)cc1 | 0.9 | 1.1 | -4 | 1 | -4 | -100 | 0.6 | 38 | 1.1 | 3
CCSc1nnc(-c2ccc(OC)cc2)o1 | 0.7 | 1 | -7 | 1.1 | 22 | -9 | 1.1 | -5 | 1 | 1
Cc1ccc(NC(=O)CN2CCN(CCN=CC3=C(O)CC(C)(C)CC3=O)CC2)cc1 | 1 | 1 | 2 | 1 | 4 | 8 | 1 | 3 | 1.1 | -2
O=C1c2ccccc2C(=O)N1CCCCN(C(=O)c1cc([N+](=O)[O-])ccc1Cl)c1ccc(Cl)cc1 | 1.1 | 1 | 0 | 1 | 6 | -15 | 0.9 | 7 | 1 | 0
Cc1ccc(OCc2cc(C(=O)Nc3ccccc3)oc2C)cc1 | 1 | 0.9 | 0 | 1 | 5 | -10 | 0.9 | 8 | 0.9 | -3
O=C1Nc2ccc(Br)cc2C1(O)Cc1ccncc1 (stereo unspecified) | 1.1 | 1 | -4 | 1 | 4 | -1 | 0.9 | 8 | 0.9 | 0
CCCCCn1c(N(C)Cc2ccccc2)nc2c1c(=O)[nH]c(=O)n2C | 1 | 1.2 | 6 | 0.9 | -4 | 3 | 0.9 | 8 | 1.1 | -1

Ordered by value in TNAP inh no acc (smallest number first): some entries from above.
SMILES	TNAP inh no acc
Cc1ccc(C(=O)NC(=S)NNC(=O)CCN2CCOCC2)cc1	-173
CCOC(=O)c1ccccc1NC(=O)CSc1nnc(Cc2cccn2C)n1-c1ccc(F)cc1	-9
CC(C)c1nc(SCC(=O)N2c3ccccc3CC2C)c2ccccc2n1 (stereo unspecified)	0

High-throughput results (PubChem BioAssay)

Compounds as they come; 1.7% or so of the library scored in one or more.
